Compound activity as filed in PubChem BioAssay.
CSM14.1 death rescue: rescue of cells from ER stress-induced death, primary screen, 384-well, CSM14.1, thapsigargin, ATP luminescence (AID 1222) | CSM14.1 thapsigargin-induced death rescue, ATP luminescence; higher % means a stronger effect | cellular ATP content (survival), % at 20 µM; hits with a dose series show EC50 in µM | 190,000 tested, under 10 active;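 active means EC50 below 50 µM in the dose-response confirmation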;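 further: death triggered by thapsigargin at about 15 µM added after 2 h compound pretreatment; cell ATP read after overnight thapsigargin exposure of roughly 18 to 22 hours; normalized against plate controls of thapsigargin alone and 5% DMSO vehicle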
M17LAP inhibition: P. falciparum M17LAP inhibitors, primary screen, biochemical, fluorogenic H-Leu-NHMec substrate, 1536-well (AID 1619) | recombinant M17LAP, H-Leu-NHMec fluorogenic kinetic assay; higher % means a stronger effect | Leucine aminopeptidase (Plasmodium falciparum (isolate 3D7)) | 0.38% of 220,000 active | one-dose inhibition, % at 30 µM; IC50 in µM for titrated hits;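 active means compound inhibiting the enzyme by more than half at any dose during confirmatory dose-response retesting; inconclusive means strong single-dose inhibitors picked by rank but not retested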;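 further: plate controls were full reaction with DMSO carrier for no effect and no enzyme background for full effect; strong numbers were not always called active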
SIAH1 antagonists: Siah-1 peptide-binding antagonists, primary screen, biochemical, fluorescence polarization, rhodamine-plectin, uHTS (AID 1817); one-dose displacement, % at 20 µM; IC50 in µM for titrated hits; Siah-1 / rhodamine-plectin peptide fluorescence polarization; higher % means a stronger effect; 0.02% of 290,000 active; E3 ubiquitin-protein ligase SIAH1 (Homo sapiens);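 active means displacement of at least 50% at 20 µM, with a fluorescence ratio check between 0.3 and a set limit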;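 further: plate controls were Siah plus tracer with DMSO for no effect and tracer alone without Siah for full effect; strong numbers were not always called active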
XIAP displacement: XIAP antagonists, biochemical, IAP family, fluorescence polarization (AID 1018) | XIAP BIR domain, fluorescence polarization peptide displacement; higher % means a stronger effect | 0.007% of 200,000 active | one-dose displacement, % at 20 µM; IC50 in µM for titrated hits | E3 ubiquitin-protein ligase XIAP (Homo sapiens); in the data active means displacement above about 50%; further: a part of the inactive calls stands beside numbers as strong as those of hits
AID2073: inhibitors of Mint1-CaV2.2 protein interaction, biochemical, HTRF (AID 2073) | Voltage-dependent N-type calcium channel subunit alpha-1B (Homo sapiens) | HTRF protein-protein interaction, Mint1-CaV2.2; higher % means a stronger effect | inhibition, % at 20 µM, or IC50 in µM where a hit was titrated | 0.19% of 290,000 active; in the data active means inhibition mostly above about 51%, no sharp cut-off; inconclusive means no clear call, values can overlap the other calls; inactive means mostly below about 53%; further: some results filed as inactive read as strong as hits
Lipid droplet: inhibitors of hepatocyte lipid droplet formation, primary screen, imaging, high-throughput imaging, BODIPY stain; 0.4% of 240,000 active; AID 1656, 2009; AML12 mouse hepatocytes, oleate lipid droplets; inhibition, % at 6.5 µM;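 active means lipid droplet intensity inhibited by at least 50%, with more than 500 cells counted; inconclusive means wells with under 300 cells, treated as cytotoxic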
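Assay system: AML12 mouse liver cells | Compound dosing: One dose, 6.5 µM compound | Read-out basis: Droplet intensity reduction, % inhibition | Measured by: Fluorescence imaging, 20x objective, two fields per well | Schedule: Overnight treatment with compound plus oleate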
HEK293 NOD2/NF-kB: NOD2 signaling inhibitors, cell-based, luminescence, uHTS, HEK293 (AID 1566); HEK293 NOD2/NF-kB luciferase reporter, luminescence; higher % means a stronger effect; one-dose inhibition, % at 4 µM; EC50 in µM for titrated hits; 0.63% of 290,000 active; further: many of its hits are not listed in these tables
M1AAP inhibition: P. falciparum M1AAP inhibitors, biochemical, fluorogenic H-Leu-NHMec substrate, 1536-well (AID 1445) | recombinant M1AAP, H-Leu-NHMec fluorogenic kinetic assay; higher % means a stronger effect | inhibition, % at 30 µM; hits with a dose series show IC50 in µM | 0.42% of 220,000 active;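 active means primary inhibition above the hit cutoff, then over 50% inhibition at one or more dose response concentrations, cut at about 23% in these data, passing the limit was not always enough; inconclusive means conflicting primary data, or primary hits not chosen for dose response; inactive means low primary inhibition, or under 50% at every dose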;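 further: plate controls were DMSO full reaction for no effect and no enzyme background for full effect; strong numbers were not always called active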
LYP inhibition: inhibitors of LYP phosphatase, biochemical, fluorescence intensity, uHTS (AID 1779); recombinant LYP phosphatase, fluorescence intensity; higher % means a stronger effect; inhibition, % at 11.5 µM, or IC50 in µM where a hit was titrated; 0.054% of 290,000 active;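 further: plate controls were vehicle with enzyme for no effect and no enzyme for full effect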
Lipid droplet cells 6.5 µM: also measured in Lipid droplet; calls as there; cell count; measured here: cell count, cytotoxicity flag;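 cells counted across two imaged fields per well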
The depositor's hits bear a star; ? = inconclusive; · = no result given. Unless noted, no stated cut-off is given here; in the data, active means inhibition above about 50%; inactive means the rest. An excerpt, so the mix of outcomes need not match the whole.

Start of the listing, in advance (9 entries):
SMILES	CSM14.1 death rescue	M17LAP inhibition	SIAH1 antagonists	XIAP displacement	AID2073	Lipid droplet	Lipid droplet cells 6.5 µM	HEK293 NOD2/NF-kB	M1AAP inhibition	LYP inhibition
CCCCn1c(-c2cc(Cl)ccc2OC)n[nH]c1=S	-3.4%	1%	0%	-5.7%	2%	-9	510	12%	3%	1%
Cc1cccc2cc(COC(=O)c3cccs3)c(=O)[nH]c12	0.3%	5%	6%	-5.1%	10%	9	649	4%	2%	-9%
O=C(CCCSc1nc2ccccc2[nH]1)NC(c1ccccc1)c1ccccc1	-1.9%	2%	4%	-2.7%	11%	-11	574	0%	3%	14%
O=C(CNC(=O)c1cccc(F)c1)N/N=C/c1ccc(O)c([N+](=O)[O-])c1	-1.8%	-17%	-1%	-5.0%	0%	0	683	-4%	10%	0%
C/C(=N/O)c1c(O)c(C)c(-c2ccccc2)n(-c2ccccc2)c1=O	-0.6%	47%	3%	-4.1%	-2%	39	582	-18%	2%	2%
C#CCNC(=O)C1=C[C@H](C2CCCCC2)C[C@H](OCc2ccc(CO)cc2)O1	22%	-3%	-6%	0.0%	4%	-37	715	-9%	0%	-3%
CCCS(=O)(=O)N1CCN(C(=O)c2ccc(-c3ccccc3)cc2)CC1	-0.4%	-6%	0%	·	0%	6	816	6%	0%	-6%
COc1ccc(-c2nn(-c3ccccc3)cc2/C=C/C(=O)NCCCn2ccnc2)cc1OC	2.4%	-4%	-1%	-1.0%	34%	-6	712	8%	0%	1%
Cc1cc(=O)[nH]c(SCc2cccc3ccccc23)n1	·	·	2%	·	9%	·	·	12%	·	-1%

All compounds of this part, previewed entries included:
SMILES	CSM14.1 death rescue	M17LAP inhibition	SIAH1 antagonists	XIAP displacement	AID2073	Lipid droplet	Lipid droplet cells 6.5 µM	HEK293 NOD2/NF-kB	M1AAP inhibition	LYP inhibition
CCCCn1c(-c2cc(Cl)ccc2OC)n[nH]c1=S	-3.4%	1%	0%	-5.7%	2%	-9	510	12%	3%	1%
Cc1cccc2cc(COC(=O)c3cccs3)c(=O)[nH]c12	0.3%	5%	6%	-5.1%	10%	9	649	4%	2%	-9%
O=C(CCCSc1nc2ccccc2[nH]1)NC(c1ccccc1)c1ccccc1	-1.9%	2%	4%	-2.7%	11%	-11	574	0%	3%	14%
O=C(CNC(=O)c1cccc(F)c1)N/N=C/c1ccc(O)c([N+](=O)[O-])c1	-1.8%	-17%	-1%	-5.0%	0%	0	683	-4%	10%	0%
C/C(=N/O)c1c(O)c(C)c(-c2ccccc2)n(-c2ccccc2)c1=O	-0.6%	47%	3%	-4.1%	-2%	39	582	-18%	2%	2%
C#CCNC(=O)C1=C[C@H](C2CCCCC2)C[C@H](OCc2ccc(CO)cc2)O1	22%	-3%	-6%	0.0%	4%	-37	715	-9%	0%	-3%
CCCS(=O)(=O)N1CCN(C(=O)c2ccc(-c3ccccc3)cc2)CC1	-0.4%	-6%	0%	·	0%	6	816	6%	0%	-6%
COc1ccc(-c2nn(-c3ccccc3)cc2/C=C/C(=O)NCCCn2ccnc2)cc1OC	2.4%	-4%	-1%	-1.0%	34%	-6	712	8%	0%	1%
Cc1cc(=O)[nH]c(SCc2cccc3ccccc23)n1	·	·	2%	·	9%	·	·	12%	·	-1%
CCOC(=O)CN1CC23C=CC(O2)C(C(=O)Nc2ccc(C(C)=O)cc2)C3C1=O (stereo not drawn)	·	3%	6%	-2.4%	-4%	-15	654	6%	2%	-1%
COc1cc(C(C)=O)ccc1Oc1ncccn1	·	·	-4%	·	10%	0	796	19%	·	-6%
COc1ccccc1NC(=O)CN1CCN(CC(=O)Nc2ccc(OCc3ccccc3)cc2)CC1	2.7%	11%	2%	-2.7%	14%	·	·	17%	3%	-6%
Cc1ccnc(NC(=O)c2ccc3c(c2)C(=O)N(CC(C)C)C3=O)c1	·	·	7%	·	7%	4	653	2%	·	-6%
O=C1CSC(c2ccccc2)N1Nc1nc(N2CCOCC2)nc(N2CCOCC2)n1 (stereo not drawn)	-2.5%	34%	4%	-8.8%	-16%	29	751	8%	1%	-3%
CC(=O)c1cccc(N(C(=O)CNC(=O)c2ccco2)C(C(=O)NC2CCCC2)c2ccc(C)o2)c1 (stereo not drawn)	1.2%	18%	12%	-4.3%	10%	12	705	22%	3%	-9%
COc1ccc(OC)c(-c2oc3ccccc3c(=O)c2O)c1	-1.3%	2%	5%	-2.4%	15%	3	704	-48%	14%	-7%
CCOc1ccc(N(CC(=O)NCc2cccc(OC)c2)S(=O)(=O)c2c(C)noc2C)cc1	-2.1%	7%	0%	-6.8%	-5%	-11	472	-10%	-2%	-4%
O=C(CSc1nc2ccccc2c(=O)[nH]1)Nc1ccc(Br)cc1	·	·	-2%	·	?	-7	713	7%	·	-9%
CC1=CCC2C(=O)N(c3ccc(C(=O)N4CCCCCC4)cc3)C(=O)C2C1 (stereo not drawn)	-0.8%	1%	2%	-4.9%	1%	8	762	8%	-2%	2%
O=C(O)c1ccccc1NCCO	-2.3%	-7%	-2%	-7.8%	3%	23	712	10%	13%	-8%
COc1cccc(NC(=O)CN2C(=O)COc3ccc(S(=O)(=O)N4CCOCC4)cc32)c1	·	·	-8%	·	12%	5	706	3%	·	-11%
CCCC(=O)Nc1ccc(C(=O)N/N=C/c2cccnc2)cc1	-2.3%	4%	1%	4.8%	2%	8	794	-1%	8%	6%
CC(=NCCc1ccccc1)C1=C(O)CSC1=O	0.2%	-3%	7%	-1.6%	3%	-21	642	-5%	6%	-1%
Cc1nc(SCC(=O)Nc2cc(C)on2)c2c(=O)n(C)c(=O)n(C)c2n1	-0.7%	-4%	5%	-2.1%	7%	-3	655	8%	-1%	-4%
CC(OC(=O)c1snc(C(=O)NC2CCCCC2)c1N)C(=O)NC(C)(C)C (stereo not drawn)	0.1%	-17%	5%	-2.0%	15%	14	735	3%	17%	0%
C[C@H]1CCC(=O)N([C@H](CN=[N+]=[N-])Cc2ccccc2)CC1	·	·	0%	·	32%	-23	824	-12%	·	-12%
CC1CCCC(NCC(O)COC(c2ccc(F)cc2)c2ccc(F)cc2)C1C (stereo not drawn)	-1.2%	-4%	7%	2.0%	20%	-14	587	1%	-12%	-3%
CC(=O)COc1ccccc1OC(=O)c1ccco1	-1.1%	-2%	1%	-1.6%	0%	6	777	10%	-3%	-5%
Cn1cnc2c1c(=O)[nH]c(=O)n2C	·	0%	2%	·	14%	0	637	5%	0%	-1%
CCOC(=O)CN(C(=O)Cn1nnc2ccccc21)C(C(=O)NCCOC)c1ccccc1 (stereo not drawn)	-0.5%	4%	-4%	-2.8%	0%	·	·	-11%	-2%	-3%
Cc1ccccc1Nc1nc(CSc2nnnn2-c2ccccc2)cs1	1.1%	6%	-1%	-8.5%	49%	1	775	12%	13%	9%
CC(=O)Nc1ccc(S(=O)(=O)N2CCC(C(=O)NCc3ccncc3)CC2)cc1	·	·	17%	·	16%	-1	733	12%	·	-12%
Cc1cc([N+](=O)[O-])ccc1-c1ccc(/C=N/NC(=O)c2ccc(Br)o2)o1	·	·	6%	·	27%	25	759	·	·	-2%
COc1cccc(-c2nnc(SCC3CNC(=O)O3)n2-c2ccc(Cl)cc2)c1 (stereo not drawn)	-1.4%	12%	0%	2.2%	14%	7	699	-9%	4%	6%
Cc1ccc(C(=O)n2c(-c3ccccc3)cnc2SCC(=O)Nc2ccc(C)cc2C)cc1	-2.7%	11%	8%	-1.1%	-8%	27	611	-27%	13%	-2%
O=C(O)/C=C/C(=O)c1ccc(O)cc1	·	13%	1%	·	15%	-1	735	18%	13%	-7%
CCOc1ccccc1NC(=O)Cn1cnc2c(nnn2-c2cccc(OC)c2)c1=O	3.9%	-2%	0%	-5.2%	?	0	747	12%	7%	-4%
COc1ccccc1S(=O)(=O)Cc1ccc(C(=O)N2CCN(c3ccc(C)cc3)C(C)C2)o1 (stereo not drawn)	-1.1%	2%	-8%	-0.9%	-5%	2	562	1%	7%	1%
COc1ccc(C(=O)NCCc2nnc(SCC(=O)Nc3ccccc3)n2C)cc1	-3.6%	9%	-3%	-7.6%	3%	-2	695	3%	-4%	-7%
Cc1ccc(-n2nccc2-c2nn(-c3cccc(C(F)(F)F)c3)c(=O)n(C)c2=O)cc1	0.0%	-12%	1%	0.2%	23%	-9	664	17%	2%	-8%
COC(=O)c1c(NC(=O)c2nc3ncccn3n2)sc(C(=O)N(C)C)c1C	-1.5%	·	5%	-4.5%	1%	5	766	4%	·	0%
CCOC(=O)N1CCN(C(=O)/C(=C/c2cccc3ccccc23)NC(=O)c2ccc(OC)c(OC)c2)CC1	-2.9%	4%	3%	-13%	-6%	-24	616	13%	9%	4%
CCOC(=O)/C=C/C(=O)OCC(=O)Nc1cccc(Cl)c1Cl	·	4%	-4%	-6.7%	-10%	5	705	-21%	-1%	1%
Cc1nnc(NC(=O)c2cccc(S(=O)(=O)N3CC(c4ccccc4)CC3=O)c2)s1 (stereo not drawn)	-1.0%	6%	6%	-3.5%	2%	·	·	24%	7%	-2%
COc1ccccc1NC(=O)C1=C(C)Nc2nc(-c3cccs3)nn2C1c1cccnc1 (stereo not drawn)	-1.3%	3%	0%	-4.1%	-2%	·	·	5%	20%	4%
Cc1cc(N/N=C/c2ccc(O)cc2O)c2ccccc2n1	·	·	-9%	·	14%	-1	861	-2%	·	-9%
